RSV CPE inhibition: inhibition of RSV-induced cytopathic effect – HEp-2 cells, primary 10 µM value included (AID 2391) | HEp-2 cells, RSV-induced CPE inhibition; higher % means a stronger effect | one-dose CPE inhibition, % at 10 µM; IC50 in µM for titrated hits | 0.13% of 310,000 active; in the data active = a potency from the dose series; also: strong numbers were not always called active
Rac1 GTP hydrolysis: MgcRacGAP GTPase-activating activity inhibitors, confirmation, biochemical, ADP Hunter fluorescence; AID 624330; 0.6% of 340,000 active; MgcRacGAP-stimulated Rac1 GTP hydrolysis, ADP Hunter fluorescence; higher % means a stronger effect; GST-tagged Rac1 F28L mutant substrate; inhibition, % at 30 µM, or IC50 in µM where a hit was titrated;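 active = first-screen hits whose inhibition reached a set limit at any dose in the follow-up dose series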;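 also: fluorescence reports GDP produced by GAP-driven GTP hydrolysis; strong numbers were not always called active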
NS5 inhibitors: flavivirus cap methylation enzyme inhibition – biochemical, confirmation dose response, primary screen (AID 588689); Dengue-2 NS5 methyltransferase capping enzyme assay, biochemical; higher % means a stronger effect; one-dose inhibition, % at 25 µM; IC50 in µM for titrated hits; 0.3% of 340,000 active; in the data active = a potency from the dose series
NS5 inhibitors pilot replicate: further read-out of NS5 inhibitors, marked with its call; inhibition, %; measured here: pilot screen replicate inhibition
Active calls of the source: *; / = not tested or not shown. Not all compounds are listed; the hit share may differ from the screen's.

SMILES	RSV CPE inhibition	Rac1 GTP hydrolysis	NS5 inhibitors	others
CN(C(=O)Oc1cccc2ccccc12)C1C=CCC1 (centres undefined)	/	-1.1%	-1.5%
CN1OC[C@@H]2CN[C@H](c3ccccc3Br)C[C@@H]21	/	7.9%	-2.6%	NS5 inhibitors pilot replicate=5.5
c1ccc(N2Cc3ccccc3-n3nncc3C2)nc1	/	8.5%	-1.7%
c1cnc(OCCN2CC2)cn1	/	6.3%	0.0%
C[C@H]1CN([C@@H](C)CO)C(=O)CCCn2nncc2CO[C@H]1CN(C)C(=O)Oc1ccc2ccccc2c1	/	7.5%	-2.8%
CCC1(CCC(C)C)C(=O)NC(=S)NC1=O	/	0.8%	-8.0%
CNC(=O)Oc1ccccc1C1CCCCC1	/	13.3%	0.8%
CCOc1cc(C=C2C(=O)NC(=S)NC2=O)ccc1O	/	26.2%	-3.1%
O=S(=O)(c1cccc2ccccc12)N1Cc2ccccc2-n2nncc2C1	/	8.8%	-1.1%
CCC(=O)c1ccc(OCC(=O)N2CCN(CC(=O)Nc3ccccc3C(F)(F)F)CC2)cc1	/	5.6%	2.4%
CS(=O)(=O)c1ccc(C2=C(CNC(=O)c3ccc([N+](=O)[O-])cc3)[C@H]3CC[C@@H](C2)N3Cc2ccccc2)cc1	/	7.8%	3.4%
O=C1NC(=S)NC(=O)C1=Cc1ccc(OCc2ccccc2)cc1	/	18.5%	15.9%
O=[N+]([O-])/C=C/c1c(Cl)cccc1Cl	/	6.8%	-3.9%
CCOC(=O)c1cccc(C2=C(CNC(=O)c3ocnc3C)[C@H]3CC[C@@H](C2)N3Cc2ccccc2)c1	/	0.3%	2.3%
COC1=C(OC)[C@]23CCc4ccc(OC)c(OC)c4[C@]2(CCN3C)CC1=O	/	-17.0%	-4.9%
CC(O)C1C=CC=CC(=O)OC2CC3OC4C5OC5(C)C(O)CC4(COC(=O)C(O)C(C)CCO1)C2(C)C31CO1 (centres undefined)	/	-7.2%	-1.6%
NC(=Nc1ccccc1)NN=Cc1c[nH]c2ccccc12	/	31.9%	-11.2%
CC12CCC(O)CC1CCC1C2CCC2(C)C(C(=O)CC(O)C(F)(F)F)CCC12 (centres undefined)	/	-2.2%	-13.1%
C=CCC1(Cc2ccsc2)C(=O)NC(=O)NC1=O	/	4.8%	9.7%
CC1C(=O)OC2CCN3CC=C(COC(=O)C(C)(O)C1(C)O)C23 (centres undefined)	/	-19.6%	-10.9%
COc1ccccc1CN1CCNCC1	/	12.5%	-7.7%
O=S1c2ccccc2-c2ccccc21	/	6.5%	1.1%
N#CC1c2ccccc2C=CN1C(=O)c1ccc(N(CCCl)CCCl)cc1 (centres undefined)	/	7.8%	-2.9%
Oc1ccc(Cl)c(Cl)c1	3.0%	8.7%	-3.6%
COC(=O)C1=C(c2cccc(Cl)c2)C[C@@H]2CC[C@H]1N2C(=O)NCC1CC1	0.1%	-4.0%	-10.5%
COC(=O)C1=C(c2c(C)noc2C)C[C@@H]2CC[C@H]1N2C(=O)NCCOc1ccccc1Cl	-0.7%	2.2%	-1.2%
Brc1ccc(Oc2cc(Br)c(Br)cc2Br)c(Br)c1	2.5%	4.6%	-0.7%
COC(=O)C1=C(c2cccc(OCc3ccccc3)c2)C[C@@H]2CC[C@H]1N2C(=O)NCCCOC(C)C	-0.5%	5.6%	-7.4%
COC(=O)C1=C(c2ccc(F)cc2OCc2ccccc2)C[C@@H]2CC[C@H]1N2C(=O)NCc1cccc(F)c1	1.6%	4.8%	4.0%
COC(=O)C1=C(c2cccc(C#N)c2)C[C@@H]2CC[C@H]1N2C(=O)NC1Cc2ccccc2C1	0.7%	4.2%	1.6%

Arranged by count of non-hydrogen atoms (smallest number first): part of the list above.
SMILES	RSV CPE inhibition	Rac1 GTP hydrolysis	NS5 inhibitors	others
Oc1ccc(Cl)c(Cl)c1	3.0%	8.7%	-3.6%
O=S1c2ccccc2-c2ccccc21	/	6.5%	1.1%
COc1ccccc1CN1CCNCC1	/	12.5%	-7.7%
COC(=O)C1=C(c2c(C)noc2C)C[C@@H]2CC[C@H]1N2C(=O)NCCOc1ccccc1Cl	-0.7%	2.2%	-1.2%

New compounds follow.
SMILES	RSV CPE inhibition	Rac1 GTP hydrolysis	NS5 inhibitors	others
Cc1ccccc1N	0.9%	1.1%	-3.6%
C=CCOC(=O)c1ccccc1N	0.5%	1.8%	-0.7%
COC(=O)C1=C(c2ccc(OC)c(OC)c2)C[C@@H]2CC[C@H]1N2C(=O)NC1CC1	0.5%	10.1%	1.2%
COC(=O)C1=C(c2ccc(OCc3ccccc3)cc2)C[C@@H]2CC[C@H]1N2C(=O)NC1CCN(Cc2ccccc2)CC1	-1.3%	5.6%	2.4%
CCCCCCCCn1sccc1=O	-1.8%	31.7%	-27.7%
CCOC(=O)C1(c2ccccc2)CCN(CCC(=O)Nc2ccc(C(=O)OC)cc2)CC1	2.2%	1.7%	-6.2%
C1CCC(NC2CCCCC2)CC1	0.2%	3.4%	-6.5%
COC(=O)C1=C(c2ccc(Cl)c(C(F)(F)F)c2)C[C@@H]2CC[C@H]1N2C(=O)NCCOc1ccccc1Cl	-1.7%	2.4%	-1.6%
COC(=O)C1=C(c2ccc(Cl)c(C(F)(F)F)c2)C[C@@H]2CC[C@H]1N2C(=O)NCc1ccco1	3.4%	6.1%	-1.6%
COC(=O)C1=C(c2ccccc2OCc2ccccc2)C[C@@H]2CC[C@H]1N2C(=O)NCc1ccc(C(C)(C)C)cc1	2.3%	9.6%	-1.2%

5 consecutive records already listed:
SMILES	RSV CPE inhibition	Rac1 GTP hydrolysis	NS5 inhibitors	others
CCOC(=O)C1(c2ccccc2)CCN(CCC(=O)Nc2ccc(C(=O)OC)cc2)CC1	2.2%	1.7%	-6.2%
C1CCC(NC2CCCCC2)CC1	0.2%	3.4%	-6.5%
COC(=O)C1=C(c2ccc(Cl)c(C(F)(F)F)c2)C[C@@H]2CC[C@H]1N2C(=O)NCCOc1ccccc1Cl	-1.7%	2.4%	-1.6%
COC(=O)C1=C(c2ccc(Cl)c(C(F)(F)F)c2)C[C@@H]2CC[C@H]1N2C(=O)NCc1ccco1	3.4%	6.1%	-1.6%
COC(=O)C1=C(c2ccccc2OCc2ccccc2)C[C@@H]2CC[C@H]1N2C(=O)NCc1ccc(C(C)(C)C)cc1	2.3%	9.6%	-1.2%

(next part)
SMILES	RSV CPE inhibition	Rac1 GTP hydrolysis	NS5 inhibitors	others
COC(=O)C1=C(c2ccc(F)cc2F)C[C@@H]2CC[C@H]1N2C(=O)NC(C)C	-1.2%	0.7%	-1.6%
Cn1cc(C(=O)OCC(=O)NC2CCCC2)c2ccccc21	2.6%	2.9%	-2.9%
O=[N+]([O-])c1cc(Cl)c(Cl)cc1Cl	3.1%	5.6%	-2.2%
Nc1ccccc1C(=O)OCCc1ccccc1	-0.2%	2.7%	-3.6%
CCCNC(=O)N1[C@H]2CC[C@@H]1C(C(=O)OC)=C(c1ccc(F)cc1OCc1ccccc1)C2	-1.3%	4.8%	-5.6%
COC(=O)C1=C(c2ccc(F)cc2F)C[C@@H]2CC[C@H]1N2C(=O)NCc1ccc(F)cc1	-0.4%	5.0%	-0.8%
Cc1cc(O)c2c(c1)C(=O)C13C(=C2O)C(=O)[C@H]2[C@@H](O)[C@@H]1[C@H]1[C@H](O)[C@@H]3C(=O)C3=C(O)c4c(O)cc(C)cc4C(=O)C312 (some centres undefined)	-2.0%	8.8%	11.6%
COC(=O)C1=C(c2ccc(Cl)c(C(F)(F)F)c2)C[C@@H]2CC[C@H]1N2C	0.4%	9.6%	-6.3%
CCN(CC)c1ccccc1	0.2%	7.3%	0.7%
COC(=O)C1=C(c2ccc3ccccc3c2)C[C@@H]2CC[C@H]1N2C(=O)NCCO	0.2%	3.7%	-3.5%

2 records picked at random from those above:
SMILES	RSV CPE inhibition	Rac1 GTP hydrolysis	NS5 inhibitors	others
CCN(CC)c1ccccc1	0.2%	7.3%	0.7%
Nc1ccccc1C(=O)OCCc1ccccc1	-0.2%	2.7%	-3.6%

Remaining list, next part.
SMILES	RSV CPE inhibition	Rac1 GTP hydrolysis	NS5 inhibitors	others
COC(=O)C1=C(c2ccccc2OCc2ccccc2)C[C@@H]2CC[C@H]1N2C(=O)NC1CCN(Cc2ccccc2)CC1	-0.6%	-9.3%	3.3%
Cc1ccc(OC(F)F)c(N2C(=O)C3C4CCC(O4)C3C2=O)c1 (centres undefined)	0.9%	1.6%	-3.6%
COC(=O)C1=C(c2ccc(OC)c(OC)c2)C[C@@H]2CC[C@H]1N2C(=O)NCCc1ccccc1	1.6%	1.7%	-2.4%
COC(=O)C1=C(c2ccc(-c3ccccc3)c(F)c2)C[C@@H]2CC[C@H]1N2C(=O)N1CCOCC1	6.2%	10.6%	-4.5%
COC(=O)C1=C(c2ccc(OC)c(OC)c2)C[C@@H]2CC[C@H]1N2C(=O)NCCO	-0.3%	6.7%	1.6%
COC(=O)C1=C(c2ccc(OC)c(OC)c2)C[C@@H]2CC[C@H]1N2C(=O)NCCOc1ccc(OC)cc1	2.3%	8.5%	-2.4%

Screening results from PubChem BioAssay.
